Cav3 T inh: inhibitors of human Cav3.2 T-type calcium channel | Cav3.2-expressing cells, Fluo-4 calcium fluorescence FDSS; stronger effect = lower value | O95180 | B-score at 10 µM | actives 4% (n = 100,000);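 active = single-dose well whose peak fluorescence ratio is a statistical outlier from its plate by either plate-standardised score or position-corrected B-score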
Target sequence (O95180 whole entry, looked up): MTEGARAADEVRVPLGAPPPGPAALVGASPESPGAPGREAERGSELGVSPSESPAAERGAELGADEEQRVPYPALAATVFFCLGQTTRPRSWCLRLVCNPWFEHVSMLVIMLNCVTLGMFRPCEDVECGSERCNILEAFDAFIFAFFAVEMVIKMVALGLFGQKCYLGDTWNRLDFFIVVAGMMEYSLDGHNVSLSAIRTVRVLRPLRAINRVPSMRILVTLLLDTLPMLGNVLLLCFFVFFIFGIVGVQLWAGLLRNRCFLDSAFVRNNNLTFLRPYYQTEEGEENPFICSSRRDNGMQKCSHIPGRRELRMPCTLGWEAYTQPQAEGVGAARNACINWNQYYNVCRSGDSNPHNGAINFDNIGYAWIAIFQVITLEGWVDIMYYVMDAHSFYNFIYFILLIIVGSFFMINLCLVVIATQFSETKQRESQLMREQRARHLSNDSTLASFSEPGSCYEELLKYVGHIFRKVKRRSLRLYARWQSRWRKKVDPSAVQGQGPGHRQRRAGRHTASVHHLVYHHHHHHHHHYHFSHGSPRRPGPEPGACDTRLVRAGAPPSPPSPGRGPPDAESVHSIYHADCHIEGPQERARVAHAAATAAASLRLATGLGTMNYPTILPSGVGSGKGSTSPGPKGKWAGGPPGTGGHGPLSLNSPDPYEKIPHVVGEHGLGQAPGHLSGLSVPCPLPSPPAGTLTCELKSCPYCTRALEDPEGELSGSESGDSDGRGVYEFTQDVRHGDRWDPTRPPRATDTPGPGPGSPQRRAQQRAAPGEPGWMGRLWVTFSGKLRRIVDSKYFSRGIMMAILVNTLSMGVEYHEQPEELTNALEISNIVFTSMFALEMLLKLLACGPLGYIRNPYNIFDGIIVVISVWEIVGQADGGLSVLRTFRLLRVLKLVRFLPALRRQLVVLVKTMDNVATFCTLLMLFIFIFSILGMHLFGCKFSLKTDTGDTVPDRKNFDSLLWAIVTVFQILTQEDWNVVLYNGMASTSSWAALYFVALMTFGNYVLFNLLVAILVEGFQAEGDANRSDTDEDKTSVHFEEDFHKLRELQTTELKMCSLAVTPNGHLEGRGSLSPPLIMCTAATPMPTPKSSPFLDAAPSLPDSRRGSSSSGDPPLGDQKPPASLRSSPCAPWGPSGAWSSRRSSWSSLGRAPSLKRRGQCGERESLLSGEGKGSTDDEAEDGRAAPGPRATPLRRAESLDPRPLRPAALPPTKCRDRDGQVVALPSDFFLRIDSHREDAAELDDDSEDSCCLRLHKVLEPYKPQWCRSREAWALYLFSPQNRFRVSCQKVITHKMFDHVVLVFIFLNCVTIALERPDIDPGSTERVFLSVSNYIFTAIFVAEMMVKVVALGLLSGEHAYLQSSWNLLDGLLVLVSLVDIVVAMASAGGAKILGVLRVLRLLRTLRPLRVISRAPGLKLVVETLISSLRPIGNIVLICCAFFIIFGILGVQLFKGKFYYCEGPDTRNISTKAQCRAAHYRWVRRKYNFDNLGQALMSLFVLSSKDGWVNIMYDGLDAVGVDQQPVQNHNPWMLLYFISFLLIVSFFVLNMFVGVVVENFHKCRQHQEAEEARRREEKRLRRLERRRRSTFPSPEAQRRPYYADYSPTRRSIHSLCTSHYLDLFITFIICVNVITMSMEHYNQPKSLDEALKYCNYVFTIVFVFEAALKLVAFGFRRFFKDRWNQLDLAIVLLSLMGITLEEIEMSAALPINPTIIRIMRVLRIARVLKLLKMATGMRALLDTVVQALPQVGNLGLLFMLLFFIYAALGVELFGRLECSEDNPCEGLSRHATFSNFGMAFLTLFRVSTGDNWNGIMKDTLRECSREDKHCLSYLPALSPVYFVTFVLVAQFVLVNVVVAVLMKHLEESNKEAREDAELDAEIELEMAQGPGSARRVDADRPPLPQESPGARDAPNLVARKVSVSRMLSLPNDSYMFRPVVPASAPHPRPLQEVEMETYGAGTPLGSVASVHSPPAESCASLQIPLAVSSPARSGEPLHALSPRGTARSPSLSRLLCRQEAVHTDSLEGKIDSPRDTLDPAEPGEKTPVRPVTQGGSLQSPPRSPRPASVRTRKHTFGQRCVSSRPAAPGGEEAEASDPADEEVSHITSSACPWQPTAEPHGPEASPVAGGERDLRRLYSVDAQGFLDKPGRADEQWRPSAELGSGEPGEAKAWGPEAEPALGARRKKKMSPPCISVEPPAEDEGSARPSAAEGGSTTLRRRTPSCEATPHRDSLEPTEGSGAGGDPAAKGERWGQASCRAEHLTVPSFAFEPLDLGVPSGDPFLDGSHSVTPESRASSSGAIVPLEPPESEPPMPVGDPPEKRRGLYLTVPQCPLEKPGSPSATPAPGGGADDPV
Active calls of the source: *. This is a subset. The share of hits here may be higher or lower than overall.

SMILES	Cav3 T inh
C/C(=N\NC(=O)c1ccc(F)cc1)c1cccc(NC(=O)c2ccco2)c1	-1.8
Cc1nc(-c2ccc(Cl)cc2)sc1C1(C)CC(c2cccnc2)=NO1 (configuration not stated)	-0.031
CC1CCCC(C)N1C(=O)CSc1nnc(COc2ccccc2)n1-c1ccccc1 (configuration not stated)	-3.5*
CCCCNC(=O)NC1C(NC(=O)NCCCC)N(C)C(=O)N1C (configuration not stated)	0.9
CCCN1C/C(=C/c2cccc([N+](=O)[O-])c2)C(=O)/C(=C/c2cccc([N+](=O)[O-])c2)C1	1.2
Cc1ccc2cc3cc(C(=O)NCCN4CCOCC4)oc3nc2c1	0.35
O=C(Nc1ccc(Cl)cc1)c1cc(S(=O)(=O)N2CCOCC2)cs1	-0.4
CC12C(=O)N(n3cnnc3)C(=O)C1C1C=CC2C1 (configuration not stated)	0.28
COc1ccc(Nc2ncccc2C(=O)O)cc1	-0.17
COCc1cc(=O)[nH]c(/N=C(\N)Nc2cccc(C)c2)n1	-0.6
CCCn1c(SCCN2C(=O)c3ccccc3C2=O)n[nH]c1=O	-0.19
CC(=O)Nc1nc2cc3c(cc2s1)OCO3	0.18
COc1ccc(S(=O)(=O)CCC(=O)N(C)c2ccc(OC)cc2OC)cc1	0.14
CCc1ccc(NC(=O)C2CCCCC2C(=O)O)cc1 (configuration not stated)	1.5
CCN(CC)c1nc2ccccc2[nH]1	0.67
S=C(NN=C1C2CC3CC(C2)CC1C3)Nc1ccccc1	-0.81
CC1=C(C)CC(C(=O)Nc2ccc(C(N)=O)cc2)C(C(=O)O)C1 (configuration not stated)	-0.36
Cc1ccc(NC(=O)C2CCCN2S(=O)(=O)c2ccc(F)cc2)c(C)c1 (configuration not stated)	0.27
CCCCN(C(=O)NC(=O)Nc1ccccc1OCC)S(C)(=O)=O	-1.1
CC(=O)c1ccc(OC(=O)c2ccc(Br)o2)cc1	-0.98
Cc1cccc(C(=O)N2CCN(c3ncnc4c3cnn4-c3ccccc3)CC2)c1	0.12
Cc1ccc(NC(=O)C(=O)NCCN2CCN(C(=O)C(c3ccccc3)c3ccccc3)CC2)cc1	-0.9
CCC(Oc1ccccc1)C(=O)Nc1nc2ccccc2[nH]1 (configuration not stated)	-4.4
COc1ccc(NC(=O)CSc2nnc(CNC(=O)c3ccco3)o2)c(OC)c1	0.47
Cc1cc(NC(=O)CSc2nc3c(c(=O)n2CCc2ccccc2)SC(C)C3)no1 (configuration not stated)	0.11
Cn1c(=O)c2c(nc(SCC(=O)O)n2Cc2cc3c(cc2Cl)OCO3)n(C)c1=O	0.57
O=C(NCc1ccco1)C1(c2ccc(Cl)cc2)CCCC1	-1.4
O=C(Nc1cccc2c1CCCC2)C1CCN(C(=O)NC2CCCCC2)CC1	0.11
CCOC(=O)c1c(C)c(C(=O)NCC2CCCO2)c(C)n1CC (configuration not stated)	0.005
CN1CCN(S(=O)(=O)c2ccc(Br)s2)CC1	-0.039
N#C/C(=N\Nc1ccc(F)cc1)C(=N)N1CCCCC1	1
CC(Oc1ccc(Cl)cc1Cl)c1nc(-c2ccccn2)no1 (configuration not stated)	-2.2
CC(C)CCNC(=O)C1CC(c2ccccc2C(F)(F)F)=NO1 (configuration not stated)	0.3
Cc1nc(N)c(C#N)c(-c2cccnc2)c1C	1.1
COc1ccc(N2CCN(CCCNC(=O)c3cc4sccc4n3C)CC2)cc1	-1.1
COCCCNC(=O)C1CC(=O)OC1c1ccc(OC)c(OC)c1 (configuration not stated)	-0.4
CN(C)c1ccc(-c2cccc(C3CC=CC4C3C(=O)N(Cc3ccccc3)C4c3ccc4ccccc4c3)c2)cc1 (configuration not stated)	0.11
Cn1nc(-c2ccc(C(=O)Nc3cccnc3)cc2)c2ccccc2c1=O	1.8
Cn1c(=O)c2c(nc(Br)n2C)n(C)c1=O	-0.00063
CC(C)(C)n1nc(Cc2cccc3ccccc23)c2c(N)ncnc21	-1.2
C#CCOCCOCCOCCNc1nc(N2CCN(C(=O)[C@H](CCC(=O)O)n3cc(C(N)Cc4ccc(O)cc4)nn3)CC2)nc(N2CCN(C(=O)[C@H](Cc3ccc(O)cc3)n3cc(C(N)CC(C)C)nn3)CC2)n1 (some centres not stated)	0.042
CCn1c(SCC(=O)NCCOC)nc2sc3c(c2c1=O)CCCC3	-0.29
C/C(CCN1CCc2nc(-c3ccccc3)c(-c3ccccc3)cc2C1)=N\OC[C@@H](C)[C@H](OCc1ccccc1)C(C)C	0.015
CCOC(=O)Nc1ccc(S(=O)(=O)N(C)C(C)C)cc1	1.1
Cn1cnnc1SCc1ccc(C#N)cc1	0.83
Cc1cc(C(=O)Nc2nc3c(s2)CCCC3)no1	-0.68
CC1=C(C(=O)OCc2ccccc2)C(c2ccc(-c3ccccc3)cc2)NC(=O)N1CCCC(=O)O (configuration not stated)	0.17
Cc1ccc(C(C)C)c(OCCNS(C)(=O)=O)c1	0.25
CCOC(=O)NCc1ccc(Cl)c(Cl)c1	-1.4
COc1ccc(CNC(=O)C2CC(c3ccccc3C(F)(F)F)=NO2)cc1 (configuration not stated)	-0.17
Cc1cc(C)n2cc(CSc3nnc(SCc4cn5c(C)cc(C)nc5n4)s3)nc2n1	0.49
C=CCC1c2cccc(C(=O)OC)c2C(=O)N1c1ccccc1 (configuration not stated)	0.43
O=C1CCN(S(=O)(=O)c2ccccc2)CCN1CCOCc1ccc(Cl)cc1	-0.44
CCc1nnc(NC(=O)CCN2C(=O)c3ccccc3C2=O)s1	-0.37
CC(C)n1c(=N)c(C(=O)NCCc2ccccc2)cc2c(=O)n3ccccc3nc21	-0.96
Cc1ccc(NS(=O)(=O)c2ccc(CCC(=O)O)cc2)cc1	0.25
CCC(C)N1CC23C=CC(O2)C(C(=O)OCc2ccccc2)C3C1=O (configuration not stated)	0.55
C=CCN=C1SC(C)C(=O)N1S(=O)(=O)c1ccccc1 (configuration not stated)	-1.2
O=C(NCc1ccncc1)/C(=N/O)c1ccccc1	-0.37
CCC(C)[C@H](NC(=O)OC(C)(C)C)C(=O)N/N=C/c1cccc2nccnc12 (some centres not stated)	2.1

The final 5 entries of the section before are carried over, then new ones follow:
SMILES	Cav3 T inh
Cc1ccc(NS(=O)(=O)c2ccc(CCC(=O)O)cc2)cc1	0.25
CCC(C)N1CC23C=CC(O2)C(C(=O)OCc2ccccc2)C3C1=O (configuration not stated)	0.55
C=CCN=C1SC(C)C(=O)N1S(=O)(=O)c1ccccc1 (configuration not stated)	-1.2
O=C(NCc1ccncc1)/C(=N/O)c1ccccc1	-0.37
CCC(C)[C@H](NC(=O)OC(C)(C)C)C(=O)N/N=C/c1cccc2nccnc12 (some centres not stated)	2.1
S=C(NCc1ccco1)N1CCN(Cc2ccco2)CC1	0.43
CC1(C)Cc2c(c(N3CCOCC3)nc3sc(-c4ccc(C(=O)O)o4)c(N)c23)CO1	0.42
Cc1cc(NCCCN(C)C)n2nc(-c3cccs3)cc2n1	0.86
COc1ccc(N2C(=O)CC(NC3CC3)C2=O)cc1 (configuration not stated)	0.46
CCc1ccc2c(CN(CC)Cc3nc4ccccc4c(=O)[nH]3)cc(=O)oc2c1	1.4
O=C(Nc1ccccc1N1CCCCC1)c1ccc2nccnc2c1	-3.1
CC1(C)C2CC[C@]3(C)C(CC=C4[C@@H]5C[C@](C)(CO)CC[C@]5(C(=O)O)CC[C@]43C)[C@@]2(C)CC[C@@H]1O (some centres not stated)	0.002
Cc1cccc(Oc2ncnc3onc(C)c23)c1	0.62
COC(=O)CSc1nnc(-c2ccc(S(=O)(=O)N3CCCCC3)cc2)o1	0.25
Cc1cccc(C)c1NC(=O)CCN1C(=O)C2C3CCC(C3)C2C1=O (configuration not stated)	-0.22
CCOc1ccc(C)cc1-n1nc2ccccc2n1	-0.13
COc1ccccc1NC(=O)C1C2C=CC(O2)C1C(=O)O (configuration not stated)	0.81
Cc1cccc(/N=C/c2c(O)[nH]c3ccccc23)n1	-0.081
Cc1nnc(N2C(=O)C(O)=C(C(=O)c3ccco3)C2c2ccc(C(C)(C)C)cc2)s1 (configuration not stated)	-3.7*
O=C(COC(=O)c1ccc(Cl)c(S(=O)(=O)N2CCCC2)c1)NC1CCCC1	-0.14
Cc1sc2nc(SCC(=O)NCc3cccs3)[nH]c(=O)c2c1C	-1.7
CNC(=O)OCc1cccc(COC(=O)NC)n1	1.1
O=C1C(O)=C(O)C(=O)c2ccccc21	-0.64
CC(=O)C(N=Nc1ccccc1)(Sc1nnc(-c2ccccc2)n1-c1ccccc1)C(=O)Nc1ccccc1 (configuration not stated)	-6.7*
COc1ccc(C(=O)N/C(=C\c2ccccc2)C(=O)NC(CCSC)C(=O)O)cc1 (configuration not stated)	0.6
CC(C)CCn1c(N2CCN(c3cccc(Cl)c3)CC2)nc2c1c(=O)[nH]c(=O)n2C	-8.5*
Cc1nn(-c2ccccc2)c2nc(=O)n(-c3ccccc3)cc12	-1.1
Cc1cccc(NC(=O)Cc2cccs2)n1	0.58
O=C1NCCCN1Cc1ccc(F)cc1	0.57
C=CCOc1ccc(CNC(C)(C)CO)cc1OC	1.6
CC1CC2C3CCC4=CC(=O)C=CC4(C)[C@@]3(Cl)C(O)CC2(C)C1(O)C(=O)CO (some centres not stated)	0.18
O=C(CSc1nnc(CNc2ccc(F)cc2)n1-c1ccccc1)N1CCOCC1	1.3
CCOC(=O)c1c(N)sc(C(=O)N(C)C)c1C	-0.53
CS(=O)(=O)N(Cc1ccccc1)c1ccc(C(=O)N2CCc3ccccc3C2)cc1	-1.3
O=C(Nc1nc2ccc(S(=O)(=O)N3CCCCC3)cc2s1)c1cccnc1	-0.34
COc1cccc(CN2CCSCC2)c1	0.28
O=C(C1CCCN1S(=O)(=O)c1ccc(Cl)cc1)N1CCOCC1 (configuration not stated)	0.065
CCOc1ccc(N2CC(C(=O)Oc3ccccc3)CC2=O)cc1 (configuration not stated)	0.44
CCOC(=O)c1cnc(SC)nc1Oc1cccc(NS(=O)(=O)c2ccc(C)cc2)c1	-2.5
COC(=O)c1ccccc1NC(=O)C1CCCN(c2nnc(-n3cccc3)s2)C1 (configuration not stated)	-2.5
O=C(c1cccs1)c1coc2ccc(O)c(CN(CCO)CCO)c12	-0.49
CCN(CC)C(=O)c1[nH]cnc1C(=O)N[C@@H](CC(C)C)C(=O)OCc1ccccc1	0.69
O=C(Nc1ncccc1Cl)C1COc2ccccc2O1 (configuration not stated)	-0.059
O=c1[nH]n(-c2ccccc2)c(=O)c(Cl)c1Cl	0.36
Cc1cccc(CSc2nc(N)c(C#N)c(-c3cccs3)c2C#N)c1	-2.1
Cc1n[nH]c(C)c1S(=O)(=O)N1CCCC(C(=O)N2CCc3ccccc32)C1 (configuration not stated)	1.9
COc1ccc(-c2c(C)nn(-c3ccccc3)c2N)cc1	0.46
CCCCn1c(CNC(=O)C(C)(C)C)nc2ccccc21	0.33
COc1ccc(C)cc1NC1=C(Cl)C(=O)N(C2CCCCC2)C1=O	-1.1
COc1ccc(N2CCN(C(=O)C34CCC(C)(C(=O)C3)C4(C)C)CC2)cc1 (configuration not stated)	0.74
C=CCNC(=O)c1cc2c(C(F)(F)F)nn(C)c2s1	0.00043
CCCC(=O)N1CCN(c2nc(CC(C)C)c3c(c2C#N)CCC3)CC1	-5.5*
O=C(c1ccc2c(c1)OCO2)N(Cc1ccco1)C1(C(=O)NC2CCCCC2)CCCCC1	1.1
Cc1ccc(C)c2c1sc(=NC(=O)CN1C(=O)CCC1=O)n2C	0.012
CN1CCN(C(=O)c2cc(Cl)ccc2Cl)CC1	0.32
CC(C)(C)n1nnnc1CN(Cc1ccco1)Cc1cc2cc3c(cc2[nH]c1=O)OCO3	0.37
O=C(CN1C(=O)c2ccccc2C1=O)NCc1ccncc1	-0.18
CCOC(=O)N1CCN(c2cc(=O)n(-c3ccc(C)cc3)c(=O)[nH]2)CC1	0.21
CCS(=O)(=O)N1CCN(C2CCC(c3ccccc3)CC2)CC1 (configuration not stated)	0.041
CC(C)CN1CCC(=O)N([C@H](CSc2ccc(Br)cc2)c2ccccc2)CC1	1.2
Cc1cc2oc(=O)cc(COC(=O)Cn3cnnn3)c2cc1C(C)C	0.031
CCCCCCNC(=O)c1cc(-c2ccco2)nc2ccccc12	-2
COc1cc(C)c(-c2cc(C(=O)O)c(C)o2)cc1C(C)C	0.093
Cc1ccc(C(=O)CSc2nc3ccc(C(=O)NCCN4CCCCC4)cc3c(=O)[nH]2)cc1	-1.4
O=C(CSCc1ccco1)Nc1cc(C(F)(F)F)ccc1N1CCOCC1	-3.4

Some of the entries so far, with the structure last:
Cav3 T inh	molecule
0.32	CN1CCN(C(=O)c2cc(Cl)ccc2Cl)CC1
0.37	CC(C)(C)n1nnnc1CN(Cc1ccco1)Cc1cc2cc3c(cc2[nH]c1=O)OCO3
-0.18	O=C(CN1C(=O)c2ccccc2C1=O)NCc1ccncc1
0.21	CCOC(=O)N1CCN(c2cc(=O)n(-c3ccc(C)cc3)c(=O)[nH]2)CC1

Single values from the results shown:
For Cav3 T inh, Cc1ccc(C(=O)CSc2nc3ccc(C(=O)NCCN4CCCCC4)cc3c(=O)[nH]2)cc1 has the entry -1.4
For Cav3 T inh, Cc1ccc(C)c2c1sc(=NC(=O)CN1C(=O)CCC1=O)n2C has the entry 0.012
For Cav3 T inh, CCCCCCNC(=O)c1cc(-c2ccco2)nc2ccccc12 has the entry -2

Following part
SMILES	Cav3 T inh
Brc1nnc2n1-c1ccccc1Sc1ccccc1-2	-0.65
Cc1cccc(-n2c(Cc3cc(=O)[nH]c(=O)[nH]3)nnc2SC(C)C)c1	0.43
CC(C)(C)C(=O)Nc1ccc(C(=O)N/N=C/c2ccccc2OC(=O)c2ccc(Cl)cc2Cl)cc1	-2.7
CN1C(=O)OC2(C)CCc3ccccc3C12C (configuration not stated)	-0.07
O=C1NCN(c2ccccc2)C12CCN(c1nnnn1-c1ccccc1)CC2	-0.034
Cc1ccccc1OCC(=O)N(Cc1nc(-c2ccccc2)no1)C(C)C	-4.3*
